# From PubChem
# IEC-6 cytotox: cytotoxicity in IEC-6 intestinal epithelial cells, primary screen, cytotoxicity control for KLF5 inhibitor project, cell-based, luminescence | IEC-6 cytotoxicity, luminescence viability | inhibition, % at 5 µM | hit rate 0.78% among 290,000; in the data active = inhibition above about 22%;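 note: 0% = plate median of test compound wells and 100% = cytotoxic reference compound wells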
# HSF-1 act: HSF-1 activators, primary screen, NIH3T3-HGL cells, MG132 stress, luminescence, single point; NIH3T3-HGL HSF-1 luciferase reporter, 8 h; 100% = twice DMSO control signal; activation, % at 9 µM; hit rate 1.7% among 300,000; AID 504408, 2011;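 active = mean replicate activation of at least 50% with a set share of replicates each reaching 50%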;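 note: 0% = median of the neutral control wells and 100% = twice that signal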
# GSK3A inh: blockers of GSK3A enzyme activity – biochemical, luminescence, cell-free homogeneous, HTS, primary screen; Glycogen synthase kinase-3 alpha (Homo sapiens), P49840; GSK-3 alpha kinase, ADP-Glo luminescence, 60 min; inhibition, % at 10 µM; hit rate 0.1% among 320,000; AID 2650, 2010;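 in the data active = inhibition above about 50%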;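 note: GST-tagged GSK-3 alpha with peptide substrate and 25 µM ATP; 0% = DMSO neutral wells and 100% = GW8510 positive control wells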
# Target sequence (P49840 whole entry, looked up): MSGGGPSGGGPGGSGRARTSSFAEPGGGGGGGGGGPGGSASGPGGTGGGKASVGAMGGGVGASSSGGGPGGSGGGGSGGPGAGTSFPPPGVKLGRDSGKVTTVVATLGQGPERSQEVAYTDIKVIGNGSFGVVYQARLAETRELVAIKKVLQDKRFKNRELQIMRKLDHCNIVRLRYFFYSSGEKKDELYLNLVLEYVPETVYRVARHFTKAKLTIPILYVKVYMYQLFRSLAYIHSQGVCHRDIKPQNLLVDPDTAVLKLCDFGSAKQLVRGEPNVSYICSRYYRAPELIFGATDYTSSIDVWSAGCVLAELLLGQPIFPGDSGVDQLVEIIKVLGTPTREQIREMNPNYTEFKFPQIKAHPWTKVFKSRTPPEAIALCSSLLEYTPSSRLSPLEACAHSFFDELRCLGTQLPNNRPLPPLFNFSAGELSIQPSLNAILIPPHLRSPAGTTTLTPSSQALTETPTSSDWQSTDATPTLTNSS
# HSP90 inh: HSP90 inhibitors, primary screen, cell lysate, luminescence. hit rate 0.91% among 290,000. Rabbit reticulocyte lysate, luciferase refolding luminescence, 3 h. inhibition, % at 5.6 µM. AID 1789, 2009;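 active = inhibition above the screen-wide mean plus 3 SD, computed separately per campaign, cut at about 16% in these data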;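 note: 0% = DMSO wells and 100% = 60 µM geldanamycin wells; inhibitors lower the luminescence because luciferase stays unfolded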
# PolyA inh: polyadenylation inhibitors in yeast reporter cells, primary screen, luminescence, S. cerevisiae; S. cerevisiae SKY197-pL101 polyadenylation reporter, beta-gal luminescence; efflux-impaired pdr1/pdr3 knockout yeast; score 100 = 6 SD above DMSO; calls only at 12 µM; hit rate 0.02% among 300,000;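 active = lowest replicate activity score at least 50, where 100 means six control SD above control mean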;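 note: yeast exposed to compound for 9 h at 30 °C; higher score means more reporter readthrough which indicates perturbed polyadenylation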
# HSF1 inh: HSF1 inhibitors in luciferase reporter cells, primary screen, cell-based, NIH3T3, luminescence. activity change, negative = inhibition, % at 7.5 µM (by protocol). NIH3T3-HGL HSE-luciferase, MG132-induced, luminescence 8 h; active compounds read low. AID 2098, 2009. hit rate 0.77% among 300,000;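 active = more than half of replicate wells show activity change below -50%, luminescence cut by over half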;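 note: luciferase reports HSF-1 transcriptional activity via heat shock element; 0% = median of DMSO wells and -100% = zero luminescence signal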
# KLF5 inh: KLF5 expression inhibitors, primary screen, DLD-1 cells, luminescence. inhibition, % at 5 µM. DLD-1 KLF5 promoter-luciferase reporter. AID 1700, 2009. hit rate 0.23% among 290,000;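 active = inhibition above a per-plate limit of that plate's mean compound inhibition plus 3 SD, cut at about 60% in these data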;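 note: 0% = DMSO wells and 100% = LY294002 at 200 µM; higher means less KLF5 promoter-driven luciferase light; inactives centre near -14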
# aSyn 5UTR inh: MLPCN primary screen, SNCA 5' untranslated region | alpha-synuclein 5'UTR reporter, inhibitor activity | inhibition, % (tested at 7.5 µM) | hit rate 0.82% among 300,000 | AID 1813, 2009; in the data active = inhibition above about 60%;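 note: H4 neuroglioblastoma cells stably carrying SNCA 5'UTR luciferase fusion; 0% = DMSO wells and 100% = positive control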
# GSK3beta inhib: human GSK3beta kinase inhibitors, primary screen, biochemical, cell-free homogeneous, HTS | AID 2097, 2009 | activity score (negative = inhibition), % at 10 µM | hit rate 0.038% among 300,000 | GST-GSK3beta kinase, ADP-Glo luminescence, 60 min; active compounds read low;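 active = more than half of replicate wells score below -50%, meaning over 50% inhibition versus plate controls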;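 note: 0% = median DMSO wells and -100% = median GW8510 positive control wells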
# Target sequence (P49841 whole entry, looked up): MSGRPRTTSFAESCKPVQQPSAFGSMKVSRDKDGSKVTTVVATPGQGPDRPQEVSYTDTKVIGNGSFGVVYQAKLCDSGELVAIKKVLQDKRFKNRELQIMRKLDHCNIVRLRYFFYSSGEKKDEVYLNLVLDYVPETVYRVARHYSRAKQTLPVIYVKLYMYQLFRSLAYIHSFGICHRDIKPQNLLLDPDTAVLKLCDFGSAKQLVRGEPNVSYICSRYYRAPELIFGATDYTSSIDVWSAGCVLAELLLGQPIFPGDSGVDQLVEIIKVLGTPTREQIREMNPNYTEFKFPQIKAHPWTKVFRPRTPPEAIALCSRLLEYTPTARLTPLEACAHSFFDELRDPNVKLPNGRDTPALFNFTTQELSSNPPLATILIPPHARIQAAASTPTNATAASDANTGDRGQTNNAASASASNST
#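 Test system: GST-tagged human GSK3beta kinase, cell-free; evaluation: activity score scaled between in-plate DMSO and GW8510 controls; measured by: ADP-Glo luminescence; incubation: 60 min reaction, RT; benchmarks: DMSO and 20 µM GW8510; reagent: peptide substrate plus 25 µM ATP (final); medium: Tris/MgCl2 kinase buffer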
# AI-2 QS mod: Vibrio harveyi AI-2 quorum sensing modulators, primary screen, JMH597 strain, luminescence/OD600 ratio | hit rate 0.4% among 300,000 | Vibrio harveyi JMH597 AI-2 luminescence/OD600 ratio, 9 h; active compounds read low; strain lacks LuxN and CqsS sensors; 0 = neutral-control median | activity change, % at 7.5 µM; in the data active = activity change below about -75%, passing the limit was not always enough;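 note: luminescence divided by OD600 gain over 9 h not by final OD600 alone; inactives centre near 13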
# * hit, by the source's call; i = inactive; . = not tested or not shown. A portion of the library; count on the stated rates, not on these rows.
# Sample of the layout, 12 compounds:
cpd	Molecule	IEC-6 cytotox	HSF-1 act	GSK3A inh	HSP90 inh	PolyA inh	HSF1 inh	KLF5 inh	aSyn 5UTR inh	GSK3beta inhib	AI-2 QS mod
1	CN1C(=O)CSc2ccc(NC(=O)N3CCN(c4ccccc4)CC3)cc21	7	6	.	0	i	1	0	14	-24	-2
2	O=C(CSC1=NCCS1)Nc1ccc2ccccc2c1	3	23	-3	0	i	14	-17	-49	0	17
3	CCOC(=O)C1(Cc2cccc(Cl)c2)CCCN(C(=O)c2ccnn2C)C1 (stereo unspecified)	3	1	0	-4	i	5	-66	-85	2	30
4	Cc1ccc(-n2c(=O)c3c(n4cnnc24)-c2ccccc2CC32CCCCC2)cc1	3	-1	-4	2	i	-9	-21	25	0	43
5	CC(Sc1nc2ccccc2s1)C(=O)N(C)Cc1ccccc1 (stereo unspecified)	0	3	-3	3	i	-5	-22	9	-1	21
6	CCOc1ccc(NS(=O)(=O)c2ccc3[nH]c(=O)[nH]c3c2)cc1	-3	5	0	-2	i	-11	-18	4	.	.
7	O=C(CSc1nnc2c(n1)[nH]c1ccccc12)Nc1ccc(N2CCOCC2)cc1	1	8	0	1	i	-6	-11	9	-1	2
8	COc1cc(OC)cc(-c2ncc3ccccn23)c1	1	33	1	-1	i	27	-46	-57	1	15
9	CCOC(=O)Cn1c(C)c(Br)c(COC)c(C#N)c1=O	-6	11	-2	-4	i	3	-16	-12	1	14
10	O=C(CSc1nnc(Nc2ccccc2)s1)NCc1ccco1	-2	-5	1	-2	i	5	-20	0	1	-3
11	Cc1ccc2c(C)c(C(=O)Nc3cccnc3)oc2c1	9	19	2	2	i	24	2	-201	-2	8
12	NC(=O)C1(N2CCCCC2)CCN(C(=S)Nc2ccc(S(N)(=O)=O)cc2)CC1	8	25	0	6	i	-2	8	-19	1	30

# The list itself, previewed entries included:
cpd	Molecule	IEC-6 cytotox	HSF-1 act	GSK3A inh	HSP90 inh	PolyA inh	HSF1 inh	KLF5 inh	aSyn 5UTR inh	GSK3beta inhib	AI-2 QS mod
1	CN1C(=O)CSc2ccc(NC(=O)N3CCN(c4ccccc4)CC3)cc21	7	6	.	0	i	1	0	14	-24	-2
2	O=C(CSC1=NCCS1)Nc1ccc2ccccc2c1	3	23	-3	0	i	14	-17	-49	0	17
3	CCOC(=O)C1(Cc2cccc(Cl)c2)CCCN(C(=O)c2ccnn2C)C1 (stereo unspecified)	3	1	0	-4	i	5	-66	-85	2	30
4	Cc1ccc(-n2c(=O)c3c(n4cnnc24)-c2ccccc2CC32CCCCC2)cc1	3	-1	-4	2	i	-9	-21	25	0	43
5	CC(Sc1nc2ccccc2s1)C(=O)N(C)Cc1ccccc1 (stereo unspecified)	0	3	-3	3	i	-5	-22	9	-1	21
6	CCOc1ccc(NS(=O)(=O)c2ccc3[nH]c(=O)[nH]c3c2)cc1	-3	5	0	-2	i	-11	-18	4	.	.
7	O=C(CSc1nnc2c(n1)[nH]c1ccccc12)Nc1ccc(N2CCOCC2)cc1	1	8	0	1	i	-6	-11	9	-1	2
8	COc1cc(OC)cc(-c2ncc3ccccn23)c1	1	33	1	-1	i	27	-46	-57	1	15
9	CCOC(=O)Cn1c(C)c(Br)c(COC)c(C#N)c1=O	-6	11	-2	-4	i	3	-16	-12	1	14
10	O=C(CSc1nnc(Nc2ccccc2)s1)NCc1ccco1	-2	-5	1	-2	i	5	-20	0	1	-3
11	Cc1ccc2c(C)c(C(=O)Nc3cccnc3)oc2c1	9	19	2	2	i	24	2	-201	-2	8
12	NC(=O)C1(N2CCCCC2)CCN(C(=S)Nc2ccc(S(N)(=O)=O)cc2)CC1	8	25	0	6	i	-2	8	-19	1	30
13	Cc1cccn2c(=O)nc(SCC(=O)N3CCC(C)CC3)nc12	.	-9	-2	.	i	0	.	24	-2	32
14	COC(=O)c1ccccc1NC(=O)c1onc(C)c1Cl	1	13	.	-4	i	-4	-3	-2	-1	7
15	COc1ccc(C(=O)/C=C2\NCCc3cc(OC)c(OC)cc32)cc1OC	4	5	1	-1	i	0	-31	64*	-3	12
16	CC(CN1c2ccccc2Sc2ccccc21)N(C)C (stereo unspecified)	5	-6	0	0	i	-8	-12	-15	1	21
17	C[n+]1cc(-c2ccccc2)n2c1CCCCC2	1	-12	2	-6	i	1	-33	11	0	24
18	COc1ccc(Cl)cc1NC(=O)CSc1nnc(-c2ccncc2)n1CC1CCCO1 (stereo unspecified)	3	8	0	-1	i	0	-2	19	2	25
19	Cn1c(=O)c2sccc2n2c(CCCC(=O)NCc3ccco3)nnc12	-8	-8	2	-5	i	-5	-29	8	3	33
20	Cn1nc(-c2ccc(C(=O)N3CCN(Cc4ccccc4)CC3)cc2)c2ccccc2c1=O	4	13	5	5	.	-2	13	-1	1	-5
21	COc1ccc(CCNC2CC(=O)N(CCc3ccc(OC)c(OC)c3)C2=O)cc1 (stereo unspecified)	-1	11	-7	6	i	3	-8	-6	3	28
22	CCCc1cc(=O)[nH]c(SCC(=O)NC(=O)c2ccccc2)n1	-4	15	-5	3	i	-8	-10	-13	-2	25
23	O=C(NCCN1CCCC1)c1ccc2c(c1)N(Cc1ccccc1)C(=O)c1ccccc1S2(=O)=O	0	-15	.	4	i	1	5	-6	0	3
24	Cc1cc(C)c(C)c(S(=O)(=O)N2CCCN(C)CC2)c1C	4	-4	2	-7	i	-9	-26	16	1	21
25	O=C1CN(C(=O)COC(=O)CNC(=O)c2ccc(Cl)cc2)c2ccccc2N1	0	-5	-15	1	i	-5	-6	15	0	-5
26	CCC(C)(C)n1nnnc1C(c1ccc(OC)c(OC)c1)N1CCN(c2ccc(F)cc2)CC1 (stereo unspecified)	-2	0	-2	3	i	0	-4	-2	-3	12
27	Cc1cccc[n+]1CC(=O)Nc1ccc([N+](=O)[O-])cc1	-8	-8	2	1	i	-6	3	18	2	9
28	Cc1ccc(CC(=O)N2CCN(C(=O)C3CCCO3)CC2)cc1 (stereo unspecified)	2	-17	0	-4	i	-3	-17	21	0	4
29	Nc1cc(=O)nc(SCC(=O)Nc2ccccc2Cl)n1-c1ccccc1	6	40	1	-2	i	27	-14	0	1	2
30	CCN(Cc1ccccc1)C(=O)CCS(=O)(=O)c1ccc2c(c1)n(C)c(=O)c(=O)n2C	4	9	1	0	i	2	-36	-6	2	14
31	Cc1c(C(=O)N2CCN(C)CC2)oc2ccc(S(=O)(=O)N3CCOCC3)cc12	-5	.	-2	4	.	.	-6	.	.	.
32	Cc1ccc(OCCn2cnc3sc(C(N)=O)c(C)c3c2=O)cc1	6	15	-3	1	i	12	-12	15	5	13
33	CC1=Nc2cc(C(=O)NCCCN3CCOCC3)ccc2Sc2c(C)ccc(C)c21	18	-2	-2	-4	i	-2	-8	41	-4	.
34	Clc1ccc(C2CC(c3ccco3)n3ncnc3N2)cc1Cl (stereo unspecified)	8	37	0	0	i	19	-14	6	0	30
35	O=C(NCc1ccc(F)cc1)c1ccc(Br)o1	2	1	-2	3	i	3	-16	-1	3	-18
36	O=C(CNCc1ccc(F)cc1)Nc1ccccc1-c1ccccc1	0	-2	-3	2	i	6	-24	16	3	8
37	CSc1nc(N)c(C(=O)Nc2ccc([N+](=O)[O-])cc2)s1	0	17	-3	-1	i	10	-34	-66	0	25
38	NC(=O)c1c(NC(=O)c2ccccc2)sc2c1CCC2	3	49	-3	3	i	27	-179	-122	1	-5
39	O=C(CCNS(=O)(=O)c1cccc2nsnc12)NC1CCN(Cc2ccccc2)CC1	-5	-23	-1	-1	i	1	-39	17	-1	2
40	Cc1nc(-c2ccc(S(=O)(=O)Nc3cccc(S(N)(=O)=O)c3)s2)cs1	1	-10	-2	4	i	-7	16	-9	2	27

# An excerpt from above in order of the aSyn 5UTR inh value, high to low:
cpd	canonical_smiles	HSF-1 act	GSK3A inh	HSP90 inh	PolyA inh	HSF1 inh	KLF5 inh	aSyn 5UTR inh	GSK3beta inhib	AI-2 QS mod
25	O=C1CN(C(=O)COC(=O)CNC(=O)c2ccc(Cl)cc2)c2ccccc2N1	-5	-15	1	i	-5	-6	15	0	-5
30	CCN(Cc1ccccc1)C(=O)CCS(=O)(=O)c1ccc2c(c1)n(C)c(=O)c(=O)n2C	9	1	0	i	2	-36	-6	2	14
37	CSc1nc(N)c(C(=O)Nc2ccc([N+](=O)[O-])cc2)s1	17	-3	-1	i	10	-34	-66	0	25

# New compounds follow:
cpd	Molecule	IEC-6 cytotox	HSF-1 act	GSK3A inh	HSP90 inh	PolyA inh	HSF1 inh	KLF5 inh	aSyn 5UTR inh	GSK3beta inhib	AI-2 QS mod
41	CCc1cccc(NC(=O)CCCn2c(=O)[nH]c3ccsc3c2=O)c1	-6	5	0	-1	i	-5	-13	0	-1	21
42	O=c1oc2cccnc2n1CCS(=O)(=O)c1ccc(F)cc1	-8	7	0	0	i	4	-12	-50	3	10
43	CCN1CCN(c2nc(Nc3ccc(NC(C)=O)cc3)nc(Nc3ccc(NC(C)=O)cc3)n2)CC1	-5	.	-2	0	i	.	-7	-3	1	2
44	O=C(CSc1nnnn1CCCO)Nc1ccc2c(c1)OCO2	2	-56	-2	-2	i	-46	-36	-41	-3	-7
45	CCc1nn(CCCC(=O)NCc2ccc(OC(C)C)cc2)c(=O)c2cc3occc3n12	0	-6	2	-7	i	-7	-8	19	2	12
46	CCc1ccc(NC(=O)CC2C(=O)N(c3ccc(C)cc3)C(=O)N2CCc2ccncc2)cc1 (stereo unspecified)	-1	5	1	1	i	2	-18	9	0	10
47	O=C(Nc1c(-c2ccc(F)cc2)nc2ccccn12)c1ccc(F)cc1	6	1	0	1	i	3	4	20	-4	3
48	CCOc1ccc(N2CC(C(=O)NC3CCCCCC3)CC2=O)cc1 (stereo unspecified)	5	-28	-1	2	i	-12	-26	4	-3	11
49	COC(=O)c1ccccc1NC(=O)N1c2ccccc2CC1C (stereo unspecified)	5	9	3	1	i	-5	-2	-8	-3	20
50	Cc1cc(NC(=O)CN2C(=O)NC3(CCCCC3)C2=O)no1	4	-5	0	-4	i	-13	-52	-12	-1	16
51	C[C@H](NC(=O)c1ccccc1F)C(=O)N1CCC2(CC1)NCCc1[nH]cnc12	1	-9	-1	1	i	-3	1	-21	1	24
52	O=C(CSc1nnc(-c2ccncc2)n1CC1CCCO1)Nc1cccc(O)c1 (stereo unspecified)	6	5	2	13	i	-1	-9	1	0	18
53	N#Cc1ncc(C(F)(F)F)cc1Oc1cccnc1	-8	7	-1	0	i	-2	-10	14	-1	23
54	O=C(NCCc1csc(-c2cccnc2)n1)c1cccs1	-1	-8	0	-7	i	0	0	0	2	14
55	Cc1cc(C(=O)NCCCOC(C)C)c2ccccc2n1	7	2	-3	3	i	-3	-24	-1	-3	11
